# Assay outcomes: PubChem BioAssay, National Center for Advancing Translational Sciences (NCATS)
# GLP-1R agonist: qHTS of GLP-1 Receptor Agonists | Glucagon-like peptide 1 receptor (Homo sapiens), P43220 | HEK293 GLP-1R CRE-luciferase, luminescence, 4-6 h; cells express a hypersensitive GLP-1R form | Potency, µM (top dose mostly 45.6 µM), inactives show at the highest dose activation, hits mostly activators | 380,000 tested, 0.007% active; also: potency is read from the fitted curve at half-maximal effect; % of control where 0% means no effect
# Target sequence (P43220 whole entry, looked up): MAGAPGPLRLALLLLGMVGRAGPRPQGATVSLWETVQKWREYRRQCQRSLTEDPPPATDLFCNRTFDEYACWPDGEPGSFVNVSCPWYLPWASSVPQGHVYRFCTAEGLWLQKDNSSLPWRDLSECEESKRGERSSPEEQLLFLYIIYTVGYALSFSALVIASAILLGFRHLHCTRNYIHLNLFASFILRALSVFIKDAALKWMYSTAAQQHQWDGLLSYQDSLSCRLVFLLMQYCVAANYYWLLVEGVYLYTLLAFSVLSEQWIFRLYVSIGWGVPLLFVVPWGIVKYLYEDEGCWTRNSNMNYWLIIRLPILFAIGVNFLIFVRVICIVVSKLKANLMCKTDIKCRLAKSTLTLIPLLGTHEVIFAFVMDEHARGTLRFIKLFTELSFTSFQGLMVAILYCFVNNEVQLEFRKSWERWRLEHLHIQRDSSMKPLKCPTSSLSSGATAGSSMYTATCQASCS
# Abeta rescue: qHTS for compounds that reverse cellular toxicity of Amyloid beta (A-beta) peptide in yeast: Primary Screen; yeast expressing A-beta42, growth rescue, OD600, 48 h; response scale: 0% DMSO, 100% iron-clioquinol control; Potency, µM (series often up to 46.1 µM), for the others: at the highest dose growth rescue, most hits filed as activators; 410,000 tested, 0.063% active; AID 1347071, 2019; also: potency is read from the fitted curve at half-maximal effect; nearly all actives have a fitted effect of over 55% in size
#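 Growth rescue measured by 600 nm absorbance after 48 h yeast culture at 30 C with compound. Values normalized between DMSO and an equimolar ferric chloride plus clioquinol control.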
# PTHR1 ag: qHTS for PTHR1 Agonists: Primary Screen; HEK293 GP2 PTHR1 cells, GloSensor cAMP luminescence, 1 h; 410,000 tested, 0.075% active; Potency, µM (series often up to 115 µM), for inactives: top-dose activation, hits mostly activators; AID 743266, 2014; also: potency is read from the fitted curve at half-maximal effect; nearly all actives have a fitted effect of over 55% in size; some results filed as inactive show a strong effect at the top dose; inactives centre near -15; many of its hits are not listed in these tables
# Target sequence (Q03431 whole entry, looked up): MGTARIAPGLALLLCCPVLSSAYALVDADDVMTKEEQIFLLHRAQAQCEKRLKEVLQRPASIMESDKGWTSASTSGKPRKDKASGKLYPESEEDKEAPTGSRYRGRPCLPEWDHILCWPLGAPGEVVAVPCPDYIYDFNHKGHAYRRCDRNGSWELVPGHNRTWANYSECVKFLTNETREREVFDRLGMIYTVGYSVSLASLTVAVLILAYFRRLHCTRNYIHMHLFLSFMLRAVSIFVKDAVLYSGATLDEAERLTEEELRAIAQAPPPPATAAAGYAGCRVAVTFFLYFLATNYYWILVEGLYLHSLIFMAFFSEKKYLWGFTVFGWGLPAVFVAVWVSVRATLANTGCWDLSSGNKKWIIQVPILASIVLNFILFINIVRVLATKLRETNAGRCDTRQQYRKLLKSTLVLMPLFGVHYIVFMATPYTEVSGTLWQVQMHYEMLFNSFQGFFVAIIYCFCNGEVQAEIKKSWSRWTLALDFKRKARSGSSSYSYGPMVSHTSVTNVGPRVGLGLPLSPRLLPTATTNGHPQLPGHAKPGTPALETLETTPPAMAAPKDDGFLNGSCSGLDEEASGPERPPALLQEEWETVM
#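 HEK-293-derived GP2 cells expressing PTHR1 and a GloSensor cAMP reporter, 3,000/well, plated overnight, given luciferin plus IBMX (each 0.5 mM as added) for 1 h at 37 °C, then compound for 1 h at 37 °C. Luminescence was read after 15 min at room temperature.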
# TDP43 rescue: qHTS of TDP-43 Inhibitors; TDP-43 expressing yeast growth rescue, BacTiter-Glo, 24 h; 410,000 tested, 1.8% active; AID 652104, 2013; Potency, µM (top dose mostly 46.1 µM), for inactives: at the top dose growth rescue (activation), actives largely listed as activators; also: potency is read from the fitted curve at half-maximal effect; % of control where 0% means no effect; nearly all actives have a fitted effect of over 50% in size
#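 In this qHTS, compounds that restore growth of yeast expressing TDP-43 appear as activators. Cells (OD600=0.02, galactose medium, raffinose-pregrown) are incubated with compound 24 hr at 30 deg C and growth is quantified by BacTiter-Glo.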
# aSyn rescue: qHTS of alpha-syn Inhibitors | Yeast expressing alpha-synuclein, growth rescue, BacTiter-Glo, 24 h | Potency, µM (highest dose often 46.1 µM), inactives show at the top dose growth rescue (activation), most hits filed as activators | 370,000 tested, 0.14% active | AID 652106, 2013; also: potency is read from the fitted curve at half-maximal effect; % of control where 0% means no effect; nearly all actives have a fitted effect of over 65% in size
#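 Rescue of yeast growth: cells expressing toxic alpha-synuclein, induced in galactose at OD600 0.02, incubated with compound 24 h at 30 C. ATP luminescence quantified growth; inhibitors of toxicity appear as activators.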
# FUS yeast rescue: qHTS for Suppressors of FUS Proteinopathy: Primary screen using FUS-linked yeast assay; S. cerevisiae FUS-expressing, growth rescue, OD600, 24 h; 390,000 tested, 0.24% active; Potency, µM (titrated, usually from 76.6 µM), without a hit: at the top dose growth rescue (activation), actives largely listed as activators; AID 1347120, 2019;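 also: potency is read from the fitted curve at half-maximal effect; plate controls were DMSO vehicle for no effect and reference control for full effect; nearly all actives have a fitted effect of over 55% in size; some results filed as inactive show a strong effect at the top dose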
#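 Steps: raffinose overnight preculture; dilution to OD 0.005 in 2% galactose minimal medium; compound addition (concentration series); 24hr at 30C, 99% humidity; absorbance read at 600 nm.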
# DRD3 antagonist: qHTS of D3 Dopamine Receptor Antagonist: qHTS; max response, negative = inhibition, %; 360,000 tested, 2.5% active; D3R cells, DiscoveRx beta-arrestin luminescence, antagonist mode; hits give low values; D(3) dopamine receptor (Homo sapiens), P35462; in the data active = max response below about -50%; inconclusive = no clear call, values can overlap the other calls; also: % is scaled to controls: 0 for no effect and ±100 for the full control effect; mostly tested at two doses, the higher about 12 µM
#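 Cells plated overnight at 1500 cells/well, then exposed to library compounds with dopamine controls for 90 minutes at 37 degrees C. DiscoveRx reagent added for 30–60 minutes at room temperature; luminescence read, quantitative HTS format.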
# Akt phos inh: HTS Assay for Inhibitors of Akt Phophorylation: Primary Screen. activity change, % for hits at 50 µM. Neuro2A IGF-stimulated pAkt S473 HTRF, 20 min; hits give low values. 360,000 tested, 0.32% active; in the data active = activity change below about -80%; inconclusive = mostly about -51% to -80%; also: % is scaled to controls: 0 for no effect and ±100 for the full control effect
#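 Neuro2A cells in DMEM with 0.5% FBS, overnight at 37 deg C, given compound at single 50 µM final, then IGF (6 nM final) for 20 min at 37 deg C. Lysed; phospho-Akt Ser473 by HTRF after 24 h, 665/615 ratio.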
# GLP1R inv ag: qHTS of GLP-1 Receptor Inverse Agonists (Inhibition Mode). HEK293 GLP-1R CRE-luciferase, luminescence, 24 h; GLP-1R form is constitutively active. Potency, µM (doses to about 38.3 µM), for inactives: top-dose activity change, negative = inhibition, hits mostly inhibitors. 410,000 tested, 1.6% active. AID 624417, 2012; also: potency is read from the fitted curve at half-maximal effect; % is scaled to controls: 0 for no effect and ±100 for the full control effect; nearly all actives have a fitted effect of over 55% in size
#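 Constitutively active GLP-1R drives a cAMP-responsive luciferase in stably transfected HEK293 cells; test compounds are added after overnight (12 h) attachment and left 24 hr, and signal loss in luminescence marks inhibition.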
# Numbers without * were called inactive; i = inactive; ? = inconclusive; . = not tested or not shown; & = joins results of further samples; [ ] = remark or other dose. Unless noted, calls follow the shape of the dose curve; as a rule, active = well fitted curve in the direction sought with a large enough effect; inconclusive = small, poorly fitted or top-dose-only effect, or another doubt; inactive = no such curve, though single readings can be large; an effect the other way counts as inactive or inconclusive. Only part of the results is shown, so the mix of outcomes need not match the whole.
SMILES,GLP-1R agonist,Abeta rescue,PTHR1 ag,TDP43 rescue,aSyn rescue,FUS yeast rescue,DRD3 antagonist,Akt phos inh,GLP1R inv ag
O=C(CCc1nnc(COc2ccccc2)o1)NCCc1cccs1,-2%,-6%,i,18%,3%,-26%,5,i,7%
CC(OC(=O)CCCc1nc2ccccc2s1)C(=O)NC(N)=O (stereo unspecified),-1%,12%,i,-2%,5%,26%,-5,i,11%
O=C1CC2(CCCC2)Oc2ccccc21,5%,-6%,23%,11%,-1%,-14%,1,i,9%
O=C(c1ccc(Cl)nc1)N1CCC(Cc2ccccc2)CC1,8%,4%,-6%,5%,6%,6%,2,i,?
COc1ccc(/C=C/C(=O)NNC(=O)c2ccncc2)c(OC)c1,-6%,-16%,i,9%,4%,-7%,14,i,7%
O=C(CNC(=O)c1ccccc1F)NCCN1C(=O)S/C(=C\c2ccc3c(c2)OCO3)C1=O,1%,4%,-39%[inhibitor],6%,0%,-16%,8,i,5%
COC(=O)CCN(C(=O)c1ccc(Cl)c([N+](=O)[O-])c1)c1ccccn1,1%,9%,-11%,4%,1%,32%,-5,i,4%
COc1ccc(OC)c(NC(=O)c2c(NCc3ccc(C)o3)sc3c2CCCCC3)c1,.,-12%,-17%,0%,.,30%,.,.,6%
COc1ccc(Cn2ccc3nc(C)c(C(=O)Nc4cccc(SC)c4)cc3c2=O)cc1,.,-12%,i,19%,.,7%,.,.,?
COc1ccc(S(=O)(=O)N2CCNCC2)cc1OC,-5%,4%,i,-8%,1%,-28%,13,i,14%
CCn1c(C)nc2cc(C(=O)N/N=C/c3ccccc3C)ccc21,8%,4%,-36%,2%,-3%,23%,11,i,7%
CC1=C(C(=O)Nc2ccccc2)C(c2cccs2)NC(=O)N1 (stereo unspecified),-4%,-3%,i,2%,5%,3%,23,i,4%
COc1ccc(CNC(=O)CSc2nc3c(oc4ccccc43)c(=O)n2CC2CCCO2)cc1 (stereo unspecified),0%,-16%,-2%,-11%,-1%,7%,4,i,17%
Cc1cccc(N2CCN(C(=O)C3CCC(CNS(=O)(=O)c4ccc(Br)s4)CC3)CC2)c1C (stereo unspecified),.,-10%,-7%,9%,.,-25%,.,.,3%
O=C(CSc1ncnc2c1nnn2Cc1ccccc1F)N1CCN(c2ccccc2)CC1,-30%,-5%,-21%[57.5 µM],-1%,-11%,-17%,17,.,?
Cc1ccc(S(=O)(=O)c2nc(C(C)(C)C)oc2N2CCOCC2)cc1,7%,12%,i,-14%,-7%,18%,21,i,-12%
CCn1c(SCc2cccc(C(=O)O)c2)nnc1-c1ccc(Cl)cc1,-6%,18%,i,15%,0%,-1%,1,i,1%
Cc1csc2c(SCC(=O)NNC(=O)C(Cl)Cl)ncnc12,11%,13%,-24%,20%,3%,2%,56,i,8%
CCOn1c(=O)c(-c2cc3ccccc3o2)[n+]([O-])c2ccccc21,-5%,-2%,-15%[57.5 µM],-2%,3%,1%,52,i,9%
O=C(CSc1cn(CC(=O)N2CCCC2)c2ccccc12)NCC1CCCO1 (stereo unspecified),3%,0%,-2%,-1%,1%,8%,5,i,10%
CCC1CN(C(=O)NCc2ccc(F)cc2)c2cc(C)ccc2O1 (stereo unspecified),-2%,-8%&-14%,i,10%&16%,11%,-24%&-2%,16,i,?
O/N=C1/CC/C(=N\O)c2nn(-c3ccccc3)nc21,14%,-1%,i,13%,-5%,-35%,-2,i,38%[activator]
CC(C)NC(=O)C1CCCN(S(C)(=O)=O)C1 (stereo unspecified),-6%,3%,i,-12%,5%,-18%,17,i,26%
COc1ccc(CCNC(=O)c2c(C)nc3ccccn23)cc1,2%,-8%,-36%[inhibitor],0%,10%,-2%,15,i,-9%[7.66 µM]

# Exported with each value named: part of the list above
SMILES: CCOn1c(=O)c(-c2cc3ccccc3o2)[n+]([O-])c2ccccc21
- GLP-1R agonist: -5%
- Abeta rescue: -2%
- PTHR1 ag: -15%[57.5 µM]
- TDP43 rescue: -2%
- aSyn rescue: 3%
- FUS yeast rescue: 1%
- DRD3 antagonist: 52
- Akt phos inh: i
- GLP1R inv ag: 9%

SMILES: CCC1CN(C(=O)NCc2ccc(F)cc2)c2cc(C)ccc2O1 (stereo unspecified)
- GLP-1R agonist: -2%
- Abeta rescue: -8%&-14%
- PTHR1 ag: i
- TDP43 rescue: 10%&16%
- aSyn rescue: 11%
- FUS yeast rescue: -24%&-2%
- DRD3 antagonist: 16
- Akt phos inh: i
- GLP1R inv ag: ?

# (further entries)
SMILES,GLP-1R agonist,Abeta rescue,PTHR1 ag,TDP43 rescue,aSyn rescue,FUS yeast rescue,DRD3 antagonist,Akt phos inh,GLP1R inv ag
O=C(CSc1oc(-c2ccc(F)cc2)nc1S(=O)(=O)c1ccc(F)cc1)NCC1CCCO1 (stereo unspecified),-1%,-1%,i,12%,5%,-8%,-4,i,-10%
COc1ccc(OC)c(S(=O)(=O)Nc2cccc3c(O)cccc23)c1,5%,13%,i,11%,10%,-3%,1,i,0%
Cc1ccc(S(=O)(=O)NC(=NC(Cc2ccccc2)C(=O)O)c2ccccc2)cc1 (stereo unspecified),2%,-9%,i,3%,1%,-5%,-13,i,5%
COc1cccc(C(=O)NCC(c2ccc(N(C)C)cc2)N2CCc3ccccc32)c1OC (stereo unspecified),.,0%,-12%,12%,.,1%,.,.,?
COc1ccc(C2(CNS(=O)(=O)c3ccccc3)CCOCC2)cc1,11%,8%,i,10%,7%,-31%,4,i,-8%
CCOC(=O)c1ccc(NC(=O)CC2SC(=NC)N(C)C2=O)cc1 (stereo unspecified),12%,-2%,i,0%,8%,2%,21,i,-19%
CC1CC1C(=O)Nc1ccc(S(=O)(=O)N2CCCCC2)cc1 (stereo unspecified),21%,5%,-3%,?,9%,-7%,6,i,?
COc1cccc(C(=O)NCCN2CCN(c3ccc(Cl)cc3)CC2)c1,-1%,-3%,-52%[inhibitor],4%,6%&0%,-22%,-6,i,-13%
O=C(c1cc2nc(-c3ccco3)cc(C(F)(F)F)n2n1)N1CCc2ccccc2C1,6%,-10%,-16%,-9%,2%,.,14,i,0%
COC(=O)Nc1ccc(S(=O)(=O)N2CCCC(C(=O)NC3CCCCC3)C2)cc1 (stereo unspecified),5%,1%,-9%,7%,6%,18%,-1,i,24%
CN(CCc1ccccc1)C(=O)c1cccc(NC(=O)Cc2cccc(NC(=O)C3CCCN(C(=O)C4CCCC4)C3)c2)c1 (stereo unspecified),-1%,-11%,-77%[inhibitor],19%,-10%,?,11,i,?
COc1ccc(CCNC(=O)c2ccccc2C(=O)NCCc2ccc(OC)cc2)cc1,6%,4%,0%,-11%,-6%,20%,-8,i,4%
COc1ccccc1NC(=O)c1cc(N2C(=O)C3C4CCC(C4)C3C2=O)ccc1Cl (stereo unspecified),10%,6%,i,15%,-3%,7%,-2,i,?
Cc1cc(O)c(C)c(O)c1/C=N/NC(=O)c1cccnc1,14%,1%,i,7%,4%,-23%,26,i,?
COC(=O)C1C(c2ccc(OC)cc2)Nc2nnc(C(F)(F)F)n2C1(C)O (stereo unspecified),-9%,5%,i,11%,0%,-7%,4,i,16%[0.307 µM]
COc1ccc(CNC(=O)COC(=O)c2ccc(S(=O)(=O)NCc3ccco3)cc2)cc1,-5%,-6%,-14%,5%,-8%,-14%,0,i,20%
COc1ccc(-n2nnnc2SCC(=O)c2ccc3c(c2)OCCO3)c(OC)c1,-9%,-17%,-33%[inhibitor],8%,2%,.,5,i,8%
Cc1cc(S(=O)(=O)N2CCCC(C(=O)Nc3ccc(C(=O)O)cc3)C2)ccc1Cl (stereo unspecified),-1%,0%,-32%[inhibitor],-17%,2%,29%,-6,i,4%
O=C(Nc1nccs1)c1c(O)c2c([nH]c1=O)CCCC2,2%,-4%,i,-14%,6%,-11%,3,i,27%
CCOc1ccc(NC(=O)CN(C)C(=O)C(C)N2C(=O)c3ccccc3C2=O)cc1OCC (stereo unspecified),-2%,4%,-17%,7%,2%,16%,3,i,10%
CC(C)CC(=O)Nc1ccc(S(=O)(=O)NCc2ccco2)cc1,22%,-8%,-1%[57.5 µM],2%,7%,8%,14,i,0%
COc1ccc(-c2nc(SC(CC(=O)NCCN3CCOCC3)c3cccs3)n[nH]2)cc1 (stereo unspecified),3%,-2%,i,23%,1%,-4%,12,i,12%
Cc1ccccc1CNC(=O)Cn1c(=O)c2cccn2c2cccnc21,.,14%,i,21%,.,-2%,.,.,-16%
O=C(CSc1nc(Cc2ccccc2)nc2ccccc12)c1ccc2c(c1)OCCO2,15%,-5%,i,-16%,0%,29%,45,.,?
O=C(c1ccc2c(Cl)c3c(nc2c1)CCCC3)N1CCN(c2cccc(Cl)c2)CC1,-1%,3%,-40%[inhibitor],?,.,-2%,.,.,17%
CCOC(=O)c1cc(-c2ccc(OC)cc2)n(CCC(=O)NC2CCN(Cc3ccccc3)CC2)c1C,-7%,2%,-21%,-10%,0%,11%,-29,i,?
O=c1c2ccccc2nc2n1C(CSc1ccc(Br)cc1)CN2 (stereo unspecified),-13%,1%,i,-3%,?,0%,0,i,-14%
CC1CC(=O)N(CC(=O)Nc2cccc(F)c2)c2ccccc2S1(=O)=O (stereo unspecified),-2%,-1%,i,-6%,0%,15%,7,i,12%
